MCF10A rereplic = A quantitative high throughput screen for small molecules that induce DNA re-replication in MCF 10a normal breast cells. MCF 10A DNA re-replication, Hoechst nuclear intensity, 48 h. Potency, µM (doses to about 46.1 µM), for inactives: top-dose activity, positive = re-replication, most hits filed as activators. 350,000 compounds, 2.9% hits. AID 624296, 2012; note: % of control where 0% means no effect; nearly all actives have a fitted effect of over 50% in size
Nrf2 ARE act = qHTS of Nrf2 Activators | AREc32 ARE-luciferase reporter (MCF7-derived line), luminescence, 24 h | Potency, µM (highest dose often 46.1 µM), for the others: top-dose activation, usual class: activators | 410,000 compounds, 0.31% hits | AID 624171, 2012; note: % of control where 0% means no effect; nearly all actives have a fitted effect of over 65% in size
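Cells of the AREc32 ARE-luciferase line are plated in OPTI-MEM containing 5% FBS and left overnight at 37 deg C. Compounds are pinned in, incubation continues 24 hr, and firefly luciferase signal is then measured.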
EPAC2 antagonist = qHTS for Antagonist of cAMP-regulated guanine nucleotide exchange factor 2 (EPAC2): primary screen; EPAC2 GEF exchange of Rap1B-BODIPY-GDP, fluorescence; Rap guanine nucleotide exchange factor 4 (Homo sapiens), Q8WZA2; Potency, µM (highest dose often 114 µM), for the others: at the highest dose activity, negative = inhibition, usual class: inhibitors; 360,000 compounds, 0.18% hits; note: % is set by controls: 0 for no effect and ±100 for the full control effect; nearly all actives have a fitted effect of over 45% in size; many of its hits are not listed in these tables
Target sequence (Q8WZA2 whole entry, looked up): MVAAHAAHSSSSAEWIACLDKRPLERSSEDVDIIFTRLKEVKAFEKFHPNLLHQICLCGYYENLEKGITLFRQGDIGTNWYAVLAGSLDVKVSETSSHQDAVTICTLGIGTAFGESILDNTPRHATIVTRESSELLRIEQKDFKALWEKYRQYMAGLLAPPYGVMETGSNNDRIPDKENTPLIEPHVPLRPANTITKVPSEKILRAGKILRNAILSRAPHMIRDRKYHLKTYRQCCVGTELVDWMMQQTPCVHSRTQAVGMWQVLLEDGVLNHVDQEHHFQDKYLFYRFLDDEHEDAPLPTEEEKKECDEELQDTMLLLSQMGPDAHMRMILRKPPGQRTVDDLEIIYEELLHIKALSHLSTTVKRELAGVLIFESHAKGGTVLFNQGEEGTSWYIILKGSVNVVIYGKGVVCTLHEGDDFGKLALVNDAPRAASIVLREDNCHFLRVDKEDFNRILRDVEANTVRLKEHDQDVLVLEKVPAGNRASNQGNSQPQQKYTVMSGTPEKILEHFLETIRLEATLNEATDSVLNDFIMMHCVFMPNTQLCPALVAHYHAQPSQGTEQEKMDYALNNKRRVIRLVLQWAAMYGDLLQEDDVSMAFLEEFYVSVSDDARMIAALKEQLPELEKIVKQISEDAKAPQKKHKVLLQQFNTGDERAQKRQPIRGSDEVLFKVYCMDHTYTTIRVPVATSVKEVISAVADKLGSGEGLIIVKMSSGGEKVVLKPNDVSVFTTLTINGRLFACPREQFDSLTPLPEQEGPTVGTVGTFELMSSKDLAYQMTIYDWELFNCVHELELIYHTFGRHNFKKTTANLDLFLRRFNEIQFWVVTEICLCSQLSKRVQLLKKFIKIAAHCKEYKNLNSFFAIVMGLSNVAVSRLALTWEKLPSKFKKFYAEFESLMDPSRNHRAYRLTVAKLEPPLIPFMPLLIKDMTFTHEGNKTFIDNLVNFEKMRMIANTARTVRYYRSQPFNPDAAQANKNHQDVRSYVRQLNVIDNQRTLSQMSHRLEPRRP
HepG2 tox = qHTS for Inhibitors of TGF-b: Cytotox Counterscreen; 410,000 compounds, 0.76% hits; Potency, µM (top dose mostly 46.1 µM), for the others: top-dose activity change, negative = cytotoxicity, usual class: cytotoxic; AID 588856, 2011; HepG2 CAGA-GFP viability, ATP luminescence, 18 h; note: some results filed as inactive show a strong effect at the top dose
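HepG2 CAGA-GFP cells (1000/well, DMEM with 1% FBS) received compound, then TGF-beta at 500 pg/mL final, and were incubated 18 hours at 37 degrees C. Viability was read by CellTiter-Glo luminescence. Media-only wells were set as complete cell-killing and DMSO as no toxicity.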
TGFb SMAD3 inh = qHTS for Inhibitors of TGF-b. 410,000 compounds, 1.2% hits. AID 588855, 2011. HepG2 CAGA-GFP TGF-b/SMAD3 reporter, GFP fluorescence, 18 h; TGF-beta stimulated, 500 pg/mL final. Potency, µM (top dose mostly 46.1 µM), inactives show at the top dose activity, negative = inhibition, actives largely listed as inhibitors; note: % is set by controls: 0 for no effect and ±100 for the full control effect; nearly all actives have a fitted effect of over 65% in size
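HEPG2 CAGA-GFP cells (1000/well, DMEM with 1% FBS) were pre-incubated 2 h at 37 degrees C, given compound by pin tool, then stimulated with TGF-beta at 500 pg/mL final for 18 h before per-cell GFP fluorescence imaging.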
S2 tox = Viability Counterscreen for Primary qHTS for Inhibitors of ATXN expression; S2 cells (HEK-293 line with an ATXN2-luciferase reporter) viability, CellTiter-Fluor protease fluorescence, 24 h; Potency, µM (highest dose often 56.7 µM), most hits filed as cytotoxic; 400,000 compounds, 0.49% hits; note: nearly all actives have a fitted effect of over 40% in size
Nrf2 block = Nrf2 qHTS screen for inhibitors. A549 ARE-Fluc reporter, luciferase luminescence, 18-24 h. Potency, µM (series often up to 46 µM), inactives show top-dose activity change, negative = inhibition, most hits filed as inhibitors. 360,000 compounds, 2.1% hits; note: % is set by controls: 0 for no effect and ±100 for the full control effect; nearly all actives have a fitted effect of over 60% in size
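A549 ARE_Fluc cells, 5000/well, 5% FBS OPTI-MEM; compounds in dose-response, 18-24 h at 37 °C/5% CO2; CellTiter-Fluor viability read (Ex 405/Em 525), then BugLite luciferase luminescence = Nrf2 activity.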
A549 viability = Nrf2 qHTS screen for inhibitors: counterscreen for cytotoxicity; A549 ARE-Fluc cells, CellTiter-Fluor viability, 18-24 h; 390,000 compounds, 0.16% hits; Potency, µM (highest dose often 46 µM), inactives show top-dose activity change, negative = cytotoxicity, actives largely listed as inhibitors; AID 504648, 2011; note: % is set by controls: 0 for no effect and ±100 for the full control effect
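Cytotoxicity counterscreen: CellTiter-Fluor fluorescence was measured in A549 ARE_Fluc cells after 18-24 h of compound exposure in a concentration series. The subsequent BugLite luminescent read reports ARE-luciferase activity.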
ATXN2 expr inh = Primary qHTS for Inhibitors of ATXN expression | HEK-293 ATXN2-luciferase reporter, luminescence, 24 h | Potency, µM (doses to about 57 µM), inactives show at the highest dose activity change, negative = inhibition, actives largely listed as inhibitors | 360,000 compounds, 0.72% hits | AID 1745845, 2022; note: % is set by controls: 0 for no effect and ±100 for the full control effect; nearly all actives have a fitted effect of over 55% in size
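qHTS (up to 57 uM final) was run with 24 h compound exposure of reporter cells at 37 °C. Each well was multiplexed: SteadyGlo luminescence measured ATXN2-luciferase expression after a fluorogenic Gly-Phe-AFC viability readout (25 uM final).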
Numbers without * were called inactive; i = inactive; ? = inconclusive; · = not tested or not shown; & = joins results of further samples; [ ] = another dose, or the depositor's remark. Calls come from the whole dose curve; as a rule, active = well fitted curve in the direction sought with a large enough effect; inconclusive = small, poorly fitted or top-dose-only effect, or another doubt; inactive = no such curve, though single readings can be large; an effect the other way counts as inactive or inconclusive. Potency is the fitted concentration of half-maximal effect.

Every second line gives: MCF10A rereplic | Nrf2 ARE act | EPAC2 antagonist | HepG2 tox | TGFb SMAD3 inh | S2 tox | Nrf2 block | A549 viability | ATXN2 expr inh
- CC(C)OCCCNc1ncc2c(n1)CC(c1ccc(N(C)C)cc1)CC2=O (centres undefined)
 : 4% | 0.0% | -25% | -1% | 1% | i | 14% | 9% | 2%
- OC1(c2ccc(F)cc2)CCN(Cc2ccccc2)C1 (centres undefined)
 : 10% | -0.6% | 12% | -3% | 1% | i | 8% | 19% | -10%
- COc1ccc(C(=O)c2sc(NC(C)C)nc2N)cc1OC
 : ? | -1.4% | 20% | 19% | ? | i | · | ? | 1%
- Cc1ccc(OCCC(=O)OCC(=O)NCCc2ccc(Cl)cc2)cc1
 : 2% | -0.6% | -9% | -4% | 4% | i | -6% | -3% | 2%
- O=C(O)C(=O)/C(=C\c1ccsc1)c1ccc2ccccc2n1
 : 25% | ? | -4% | -9% | 15% | i | ? | 8% | 85%[activator]
- O=C(CCS(=O)(=O)c1ccccc1)N(CCCN1CCOCC1)c1nc2ccccc2s1
 : ? | ? | 13% | -4% | ? | · | 8% | -17% | ?
- Cc1ccc(NC(=O)CNCc2ccc(Cl)cc2Cl)cc1S(=O)(=O)N(C)C
 : 23% | -0.1% | -18% | 10% | 0% | ? | 9% | 1% | -25%
- COc1ccc(-c2nnc(-c3cc(OC)c(OC)c(OC)c3)o2)cc1OC
 : ? | 0.1% | ? | -5% | -16% | i | ? | -11% | -6%
- Cc1cc(NC(=O)c2cc(-c3ccc(C)c(C)c3)nc3ccccc23)no1
 : 8% | 7.5% | 0% | -25% | 0% | ? | 21% | -9% | 3%
- CNc1nc(N)c(C(=O)Nc2cc(C)on2)s1
 : ? | 3.1% | 12% | -27% | -16% | i | ? | 0% | 20%
- Cc1ccc2c(=O)n3c(nc2c1)C(CC(C)C)NC(=O)c1cccnc1-3 (centres undefined)
 : · | -0.1% | 2% | -7% | 6% | i | · | · | 4%
- CCN(Cc1ccccc1)C(=O)COC(=O)c1cc(=O)[nH]c2ccccc12
 : -2% | -0.5% | 2% | -13% | -1% | i | 2% | 3% | 3%
- Cn1c(CC(=O)Nc2ccc(Cl)c(Cl)c2)nnc1SCC(=O)Nc1nccs1
 : -5% | 0.0% | -3% | 6% | -10% | i | · | 11% | 2%
- O=C(O)c1cccc(NC(=S)NC(=O)c2ccc3ccccc3c2)c1
 : 3% | -2.4% | -16% | -4% | -1% | i | 21% | 0% | -1%
- CCNc1nc(NCC)n2c(SCC(=O)Nc3ccccc3Cl)nnc2n1
 : 0% | 3.1% | 10% | 7% | -23% | i | 14% | -4% | 0%
- CCN(CC)C(=O)Nc1ccc(Br)cc1
 : 0% | 2.7% | 12% | -4% | 7% | i | ? | -4% | 5%
- O=C(NCCCN1CCC(Cc2ccccc2)CC1)C1CC(=O)N(C2CCCCCC2)C1 (centres undefined)
 : 10% | 0.4% | 15% | -31% | ? | i | ? | -3% | -10%
- Cn1c(N)nc2ccccc2c1=O
 : 0% | 0.4% | 11% | -48% | 0% | i | 17% | 1% | 11%
- C=C1CCN(C(CC(C)C)C(=O)NCc2ccc(Cl)cc2)S(=O)(=O)c2ccccc21 (centres undefined)
 : · | · | · | -2% | ? | · | 2% | 0% | ·
- CCN(C(=O)c1cccnc1SC)C12CC3CC(CC(C3)C1)C2
 : 2% | -0.9% | -17% | -5% | -24% | i | -18% | -16% | -16%
- COc1cc(NC(=O)COC(=O)CNC(=O)c2ccc(Cl)cc2)c(C)cc1[N+](=O)[O-]
 : -1% | 0.1% | 11% | -3% | 13% | i | 3% | 7% | -10%
- O=C(NCc1cc(F)ccc1F)C1CCC(=O)N(C2CCCCCC2)C1 (centres undefined)
 : 3% | 0.3% | 1% | -3% | -1% | i | ? | 3% | 33%
- CN(CC1CCCN(CCc2ccc(Cl)cc2)C1)C(=O)c1ccc2nc[nH]c2c1 (centres undefined)
 : ? | 0.1% | -2% | -22% | -21% | i | -8% | -11% | -15%
- O=C(Nc1ccc(Cl)cc1)N1CCC(c2ccccc2)C1 (centres undefined)
 : -5% | -0.5%&1.8% | -27% | -12%&-24% | -4%&0% | i | ? | 4%&4% | 22%
- O=C(COc1ccccc1Cl)Nc1ccc2[nH]c(=O)[nH]c2c1
 : 0% | 2.7% | 6% | 21% | 6% | i | 1% | -3% | 8%
- Clc1ccccc1CSc1cnnc2ccccc12
 : ? | 23% | 3% | -4% | -11% | i | ? | -3% | 45%[activator]
- CC(/C=N/NC(=O)Cc1cccs1)=C\c1ccco1
 : 0% | 14µM* | 3% | -2% | 2% | · | 26% | -13% | ·
- Cc1nn(C)c(C)c1/C=N/O
 : -4% | -0.5% | 4% | -43% | 18% | i | 1% | 5% | -16%
- CCN(CCNC(=O)CCCn1nc(C)n2c(cc3sccc32)c1=O)c1ccccc1
 : 22% | 0.4% | -6% | -6% | 13% | i | ? | -2% | -7%
- CCc1nc2ccc(C(=O)NCc3ccccc3OC)cn2c1N(CC)CCN(C)C
 : · | -0.2% | 17% | -9% | 9% | i | · | · | 0%
- COc1ccc(/C=C2\CCc3ccccc3C2=O)cc1OC
 : ? | ? | -5% | 9% | ? | i | ? | 14% | 42%[activator]
- COc1cc(OC)c(C2Nc3c(C)cccc3-c3cc(C)nn32)cc1OC (centres undefined)
 : · | -0.4% | · | -1% | 8% | i | -24% | 3% | 5%
- COc1ccc2nc3c(cc2c1)c(NC(=O)c1cccs1)nn3CC(C)C
 : ? | 8.1% | -3% | -64% | ? | i | · | -4% | -21%
- COc1cc(C)ccc1OCCCCOc1ccccc1C(C)=O
 : 15% | 0.8% | -10% | -11% | 0% | i | 2% | -5% | 15%
- NC(=O)COc1ccc(/C=N\NC(=O)c2ccc(-c3ccccc3)cc2)cc1
 : 0% | 2.2% | 6% | 0% | 21% | i | 19% | 16% | -15%
- COc1ccc(NC(=O)c2cccc(S(=O)(=O)NCc3ccco3)c2)c(OC)c1
 : 3% | 0.5% | -5% | -4% | -14% | i | 1% | 1% | -2%
- CN(c1ccc(C(=O)NC2CC2)cc1)S(=O)(=O)c1ccccc1
 : -2% | -0.3% | 7% | -6% | 1% | i | 1% | -4% | 16%
- Cc1cccc(N2CCN(S(=O)(=O)c3c(C)nc4scc(C)n4c3=O)CC2C)c1 (centres undefined)
 : ? | 0.1%&1.1% | -10% | -12%&-24% | ? | i | ? | 0%&2% | -17%&-5%
- O=C(NCc1ccccc1)c1nc[nH]c1C(=O)N1CCN(c2ccccc2)CC1
 : ? | -0.4% | 5% | -3% | -7% | i | 0% | -8% | 13%
- Cc1ccc(Cn2c(C(=O)O)c(CNCc3ccc(C)o3)c3ccc(C)cc32)cc1
 : · | 5.6% | · | -70% | ? | · | 20% | -21% | 0%
- c1ccc(-c2cn3c(n2)CCC3)cc1
 : 0% | -0.2% | 11% | 4% | 13% | i | · | 0% | 32%[activator]
- CCC(=O)Nc1sc2c(c1C#N)CCCCC2
 : 21% | 7.1% | 11% | 0% | 25% | i | 16% | 2% | 52%[activator]
- O=C(Nc1ccncc1)c1cc(F)cc(F)c1
 : -4% | 0.5% | -2% | -60% | 11% | i | -30% | -2% | -20%
- Cc1ccc(-c2cc(Cc3ccc(F)cc3)c(=O)[nH]n2)cc1
 : 11% | 5.0% | -18% | -7% | -18% | i | -4% | -13% | ·
- c1ccc(-n2ncc3c2ncn2nc(-c4ccco4)nc32)cc1
 : -11% | 10µM* | 6% | 1% | -10% | i | ? | -7% | 14%
- O=C(NCCSCc1c(F)cccc1Cl)Nc1ccccc1
 : ? | 5.6% | -11% | -14% | 7% | i | 10% | 1% | -4%
- COc1ccc(/C=C/C(=O)c2cc3cccc(OC)c3oc2=O)cc1
 : ? | ? | 7% | -21% | 18% | ? | -6% | 1% | ?
- Cc1ccc(C(C(=O)NC2CCCCC2)N2CCCC2)cc1 (centres undefined)
 : 1% | 0.4% | 8% | -2% | 4% | ? | 3% | -1% | 5%
- CCN(CC)S(=O)(=O)c1cc(C(=O)OCC(=O)Nc2ccc(-c3nc4ccc(C)cc4s3)cc2)ccc1F
 : 3%&-31% | -0.7% | -1% | 8% | -11% | i | ? | 2% | -17%
- Cc1ccc(CNC(=O)c2ccc(Cn3c(=O)c4ccccc4n(CC(=O)Nc4c(C)cc(C)cc4C)c3=O)cc2)cc1
 : · | 0.5% | · | -13% | 1% | ? | ? | -17% | 1%
- COc1cc(NC(=O)c2sc3ncn(CC(=O)N4CCCCC4C)c(=O)c3c2C)cc(OC)c1OC (centres undefined)
 : · | -0.5% | 5% | -2% | 4% | ? | · | · | ·
- CCn1c(SCC(=O)NC2CC2)nnc1-c1ccc(OC)cc1
 : -2% | -0.3% | 6% | 13% | 17% | i | 2% | -2% | 0%
- CC1CCCCN1C(=O)CN(C)S(=O)(=O)c1cccc2nsnc12 (centres undefined)
 : -1% | -0.2% | 5% | 11% | 26% | i | -9% | 3% | -7%
- CCCCC(=O)N1C/C=C\C(c2ccc(OC)cc2)N(Cc2ccc(F)cc2)C(=O)[C@H]1Cc1ccccc1 (some centres undefined)
 : ? | 3.2% | -13% | -11% | ? | ? | ? | -16% | ?
- COc1ccc(CCNC(=O)C(=O)c2cn(CC(=O)N3CCCC3)c3ccccc23)cc1
 : · | -0.7% | 4% | 1% | -3% | i | · | · | ·
- Nc1[nH]n(-c2ccccc2)c(=O)c1N=Nc1ccccc1
 : 6% | 7.4% | 0% | -16% | 0% | i | ? | -18% | 31%[activator]

From PubChem

This is a subset; count on the stated rates, not on these rows.
